# Screening data as filed in PubChem BioAssay.
# TRHR PAM – allosterically enhances the human TRH receptor; P34981; TRHR cells, fluo-8 calcium fluorescence, EC20 TRH enhancement; enhancement, % at 2 µM; 0.66% of 360,000 active; in the data active = enhancement above about 30%; also: 0% is about no effect
# Target sequence (P34981 whole entry, looked up): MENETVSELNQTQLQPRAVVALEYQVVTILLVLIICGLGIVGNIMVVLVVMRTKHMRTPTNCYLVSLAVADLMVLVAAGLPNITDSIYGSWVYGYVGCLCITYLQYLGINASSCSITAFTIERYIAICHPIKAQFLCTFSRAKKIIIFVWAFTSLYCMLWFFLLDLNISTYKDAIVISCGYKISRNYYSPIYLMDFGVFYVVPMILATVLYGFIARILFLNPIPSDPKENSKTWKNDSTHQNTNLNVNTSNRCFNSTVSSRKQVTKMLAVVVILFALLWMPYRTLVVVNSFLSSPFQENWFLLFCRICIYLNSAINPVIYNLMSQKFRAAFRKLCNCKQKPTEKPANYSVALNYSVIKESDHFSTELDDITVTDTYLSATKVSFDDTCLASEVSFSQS
#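 Enhancer read-out: after compound pinning and an initial kinetic agonist-mode read, an EC20 of TRH (10 nM final) was injected and fluo-8 calcium signal (Ex 480/Em 530) followed at 1 s/cycle for 100 cycles in TRHR-expressing cells.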
# D2 antagonist – antagonists of human D2 dopamine receptor; 2% of 340,000 active; HEK293 TREx D2 cells, calcium flux, dopamine EC80; P14416; inhibition, % at 10 µM; in the data active = inhibition above about 30%; also: 0% is about no effect
#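 Cells plated overnight at 30 C with tetracycline; no-wash calcium dye, 30–90 min RT; 10 s baseline; compound pinned; 180 s read; EC80 dopamine added; another 180 s read.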
# TrxR1 inh – inhibitors of rat thioredoxin reductase 1. Potency, µM (top dose mostly 114 µM), without a hit: at the highest dose activity change, negative = inhibition, hits mostly inhibitors. recombinant rTrxR1, NADPH fluorescence consumption, selenite substrate. 1% of 390,000 active; also: potency is read from the fitted curve at half-maximal effect; % is scaled to controls: 0 for no effect and ±100 for the full control effect; nearly all actives have a fitted effect of over 65% in size
# Target sequence (O89049 whole entry, looked up): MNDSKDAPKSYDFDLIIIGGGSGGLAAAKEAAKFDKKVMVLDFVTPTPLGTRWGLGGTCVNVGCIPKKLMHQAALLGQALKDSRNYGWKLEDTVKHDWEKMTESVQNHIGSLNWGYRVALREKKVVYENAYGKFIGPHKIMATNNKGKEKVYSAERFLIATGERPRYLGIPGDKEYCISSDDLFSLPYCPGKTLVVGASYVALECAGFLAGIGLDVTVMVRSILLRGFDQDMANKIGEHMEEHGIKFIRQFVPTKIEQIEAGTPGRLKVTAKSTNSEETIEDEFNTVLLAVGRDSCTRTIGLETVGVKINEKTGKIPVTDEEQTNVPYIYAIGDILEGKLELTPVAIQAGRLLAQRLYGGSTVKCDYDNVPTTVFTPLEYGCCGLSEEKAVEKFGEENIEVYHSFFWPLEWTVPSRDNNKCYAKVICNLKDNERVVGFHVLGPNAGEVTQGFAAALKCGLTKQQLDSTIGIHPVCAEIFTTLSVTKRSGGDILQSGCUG
#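 Rat TrxR1 (90 nM in the dispensed reagent) was pre-reduced with 400 uM NADPH for 5 min at room temperature, then incubated with compound for 15 min. After 400 uM selenite was added, NADPH fluorescence (Ex 340/Em 450 nm) was followed for 8 min.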
# TRHR ag – agonists of human TRH receptor; P34981; 0.18% of 360,000 active; activation, % at 2 µM; TRHR cells, calcium flux fluo-8, FDSS agonist mode; AID 493084; in the data active = activation above about 30%; also: 0% is about no effect
#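 Read-out: compound-evoked intracellular calcium rise in TRHR cells, fluo-8 dye, kinetic FDSS fluorescence at 1 s/cycle following a 10-cycle baseline. Cells cultured overnight before dye loading (30 min–1.5 h, RT).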
# D2 agonist – activates the human D2 dopamine receptor | P14416 | HEK293 T-REx D2 cells, calcium flux agonist mode | activation, % at 2 µM | 0.53% of 340,000 active;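 active = activation over 3 SD above normal in the single-dose calcium agonist read, cut at about 30% in these data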; also: 0% is about no effect
#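 Tetracycline-induced HEK293 T-REx cells with force-coupled D2 receptor, plated overnight at 30 C, loaded with no-wash calcium dye. After a 10 s baseline, compound was pin-added and calcium flux read kinetically for 180 s; calcium rises flagged agonists.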
# USP1-UAF1 inh – USP1/UAF1 (human) deubiquitinase inhibition; O94782; recombinant USP1/UAF1, Ub-Rhodamine cleavage fluorescence; Potency, µM (titrated, usually from 57.1 µM), without a hit: top-dose activity change, negative = inhibition, most hits filed as inhibitors; 0.23% of 390,000 active; AID 743255; also: potency is read from the fitted curve at half-maximal effect; % is scaled to controls: 0 for no effect and ±100 for the full control effect; nearly all actives have a fitted effect of over 60% in size; inactives centre near -12
#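 1 nM enzyme complex + cpd, 15 min RT; start with Ub-Rho 150nM final; kinetic fluorescence ex 480/em 540, 6 reads q60 s. Buffer 50mM HEPES pH 7.8, 0.5mM EDTA, 0.1 mg/ml BSA, 1mM TCEP, 0.01% Tween-20.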
# IDH1 R132H inh – inhibitors of human mutant IDH1 R132H; AID 602179; 0.093% of 390,000 active; O75874; IDH1-R132H enzyme, NADPH consumption, diaphorase/resazurin fluorescence; Potency, µM (series often up to 76.6 µM), for inactives: at the top dose activity change, negative = inhibition, usual class: inhibitors; also: potency is read from the fitted curve at half-maximal effect; % is scaled to controls: 0 for no effect and ±100 for the full control effect; nearly all actives have a fitted effect of over 65% in size
#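 IDH1-R132H (0.5 ug/mL) preincubated 30 min with compound, then NADPH (0.016 mM) and alpha-KG (2 mM) added; 80 min at RT, pH 7.5. Remaining NADPH coupled via diaphorase/resazurin to fluorescence (540/590 nm); concentration-response curves normalized to no-enzyme control.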
# PI4K2A inh – blocks human PI4K2A kinase activity; Q9BTU6; 0.13% of 420,000 active; purified PI4K2A, ADP-Glo luminescence, 1 h; active compounds read low; activity change, negative = inhibition, % at 76.9 µM; in the data active = activity change below about -50%; inconclusive = mostly about -30% to -49%;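 also: -100% = wells without enzyme as full effect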
#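 Compounds are screened against recombinant PI4K2A using PI as substrate and ATP, the latter dispensed at 300 microM. Reactions run one hour at ambient temperature before ADP-Glo detection; full inhibition defined by wells lacking enzyme.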
# TrxR1 substrate – substrates of rat thioredoxin reductase 1; O89049; purified TrxR1 substrate turnover, NADPH consumption readout; Potency, µM (series often up to 114 µM), inactives show at the highest dose activity change, negative = substrate turnover; 0.01% of 390,000 active; AID 588456; also: potency is read from the fitted curve at half-maximal effect; % is scaled to controls: 0 for no effect and ±100 for the full control effect; nearly all actives have a fitted effect of over 50% in size
#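 Rat TrxR1, dispensed at 90 nM, was prereduced with 400 uM NADPH (final) for 5 min at ~22 deg C, then incubated with compound 15 min before 400 uM selenite. A first-read NADPH fluorescence drop versus no-compound background flagged substrates.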
# Numbers without * were called inactive; u = inconclusive; x = not tested or not shown; & = joins results of further samples; [ ] = another dose, or the depositor's remark. Unless noted, calls follow the shape of the dose curve; as a rule, active = well fitted inhibition curve with a large enough effect; inconclusive = small, poorly fitted or top-dose-only effect; inactive = no such curve, though single readings can be large or run the other way.
No.	molecule	TRHR PAM	D2 antagonist	TrxR1 inh	TRHR ag	D2 agonist
1	CC1Sc2ccc(S(=O)(=O)N(C)Cc3ccccc3)cc2NC1=O (centres undefined)	-4	4	12%	-0.6	1.0
2	COc1ccc(NC(=O)C2(c3ccc(NC(=O)c4ccc(C)cc4)cc3)CCCC2)cc1	-14	34*	12%	0.7	-0.2
3	Cc1cc(C(=O)CSc2nn3c(=O)c(C(C)(C)C)nnc3s2)c(C)n1C1CC1	-1	-1	-7%	-0.1	-0.5
4	CCn1c(-c2ccccc2Cl)nn(CC(=O)Nc2ccccc2OC)c1=S	-7	1	3%	0.1	-0.4
5	O=C(O)C1Cc2ccccc2CN1S(=O)(=O)c1ccc(Cl)cc1 (centres undefined)	1	-33	24%	-0.1	-0.1
6	CC/C(C)=C1\SC(N2CCOCC2)=NC1=O	0	2	-5%[11.4 µM]	-0.2	0.8
7	Nc1ccccc1/C=C/c1ccccc1N	x	x	31%	x	x
8	Cc1ccnc(Nc2nc(-c3ccc(F)cc3)cs2)c1	11	6	2%[57.1 µM]	1.0	-1.8
9	Cc1cc(C)cc(OCC(=O)N2Cc3ccccc3CC2C(=O)O)c1 (centres undefined)	4	-7	12%	0.2	-0.7
10	Cc1ccc(C(=O)Nc2ccc3oc(-c4ccc(C(C)(C)C)cc4)nc3c2)cc1	3	x	25%	1.4	-0.1
11	COc1ccc([N+](=O)[O-])cc1NC(=O)C(C)c1ccccc1 (centres undefined)	-10	32*	-4%	-0.1	0.4
12	O=C(COC(=O)Cc1c(F)cccc1Cl)NC1CCS(=O)(=O)C1 (centres undefined)	-6	-2	19%	-0.5	-1.0

No.	USP1-UAF1 inh	IDH1 R132H inh	PI4K2A inh	TrxR1 substrate
1	-13%	9%	-2	2%
2	2%	-1%	0	9%
3	-25%	0%	-1	-4%
4	-9%	2%	-7	-2%
5	-10%	11%	-3	9%
6	-6%	-6%	7	4%[11.4 µM]
7	-6%	-5%	-9	459%[activator]
8	-6%	1%	1	3%[57.1 µM]
9	-7%	3%	-2	0%[57.1 µM]
10	4%	-9%	-3	32%
11	-7%	-4%	-1	-5%
12	-6%	-2%	2	5%

# The last 2 compounds of the section above lead into the next:
No.	molecule	TRHR PAM	D2 antagonist	TrxR1 inh	TRHR ag	D2 agonist
11	COc1ccc([N+](=O)[O-])cc1NC(=O)C(C)c1ccccc1 (centres undefined)	-10	32*	-4%	-0.1	0.4
12	O=C(COC(=O)Cc1c(F)cccc1Cl)NC1CCS(=O)(=O)C1 (centres undefined)	-6	-2	19%	-0.5	-1.0
13	CCc1ccc(C(=O)NNC(=O)C2CC(=O)N(Cc3ccccc3)C2)cc1 (centres undefined)	-4	-9	2%	-0.1	0.6
14	Cc1nc(N2CCC(C)CC2)c2c(C)c(C(=O)Nc3cccc(C(F)(F)F)c3)sc2n1	-9	x	121%[activator][57.1 µM]	1.1	x
15	COc1cc2c(c(OC)c1OC)-c1c(cc3c(c1O)OCO3)C[C@@H](C)[C@@H](C)C2	-8	9	17%[57.1 µM]	0.2	0.3
16	Cc1ccc(-c2cc3c(N=O)c4ccccc4c-3n[nH]2)cc1	8	x	5%[57.1 µM]	-0.3	x
17	Cn1c(Sc2ccc(Cl)cc2)c(C=O)c2ccccc21	-6	7	-13%	0.2	0.5
18	CC(C)(C)n1ncc2c(=O)n(Cc3cccc(Cl)c3)cnc21	0	9	-3%&12%	-0.9	-1.0
19	Cc1ccc2c(CSc3nncn3C)cc(=O)oc2c1C	1	-4	18%[57.1 µM]	-0.6	2.2
20	CCOC(=O)C1=C(c2ccccc2)OC(N)=C(C#N)C1c1cccnc1 (centres undefined)	-4	-14	-3%[57.1 µM]	-1.0	2.0
21	COc1ccccc1OCC(=O)Nc1cccc(-c2nnc(-c3ccco3)o2)c1	-1	-18	29%[57.1 µM]	-1.5	-1.1
22	O=C(NCc1ccccc1Cl)C(=O)NCC(c1ccc2c(c1)OCO2)N1CCOCC1 (centres undefined)	4	x	14%[57.1 µM]	-0.2	0.7
23	CCN(CC)S(=O)(=O)c1cccc(NC(=O)c2cc(=O)[nH]c3ccccc23)c1	8	-5	-22%	-0.3	0.1
24	O=C(CCCSc1ccccc1)Nc1cccc(CO)c1	15	-7	30%[activator]	-2.1	-0.1

No.	USP1-UAF1 inh	IDH1 R132H inh	PI4K2A inh	TrxR1 substrate
11	-7%	-4%	-1	-5%
12	-6%	-2%	2	5%
13	-11%	-6%	1	-4%
14	-9%	11%	0	83%[activator][57.1 µM]
15	-10%	0%	-4	-6%[57.1 µM]
16	3%	14%	11	2%[57.1 µM]
17	-16%	8%	-4	-5%
18	-20%	7%	5	-12%&-11%
19	0%	8%	-7	5%
20	-16%	5%	4	-7%
21	-24%	6%	-1	18%[57.1 µM]
22	-16%	51%[activator]	1	4%[57.1 µM]
23	3%	3%	2	-11%
24	-23%	0%	-20	12%

# Records above printed as active in D2 antagonist:
nr | Compound | TRHR PAM | D2 antagonist | TrxR1 inh | TRHR ag | USP1-UAF1 inh | PI4K2A inh | TrxR1 substrate
2 | COc1ccc(NC(=O)C2(c3ccc(NC(=O)c4ccc(C)cc4)cc3)CCCC2)cc1 | -14 | 34* | 12% | 0.7 | 2% | 0 | 9%
11 | COc1ccc([N+](=O)[O-])cc1NC(=O)C(C)c1ccccc1 (centres undefined) | -10 | 32* | -4% | -0.1 | -7% | -1 | -5%

# (listing goes on)
No.	molecule	TRHR PAM	D2 antagonist	TrxR1 inh	TRHR ag	D2 agonist
25	COc1cc2ccccc2cc1C(=O)Nc1ccc(N2CCN(C(=O)C(C)C)CC2)cc1	4	12	13%	0.6	-0.1
26	O=[N+]([O-])c1ccccc1S(=O)(=O)N1CCN(c2ccc(F)cc2)CC1	-4	x	31%	0.6	x
27	COc1cccc(-n2nc3c(=S)[nH]nc(C)c3c2C)c1	5	-27	14%	-1.7	-0.5
28	CN(CCOc1ccc(Cl)cc1)C(=O)c1ccc(S(=O)(=O)N2CCOCC2)cc1	0	6	0%[57.1 µM]	-0.3	-1.0
29	O=C(O)C1CC=C(Cl)CC1C(=O)NCC1OCCc2ccccc21 (centres undefined)	4	-11	-11%	2.6	4.9
30	O=C(O)c1ccc(-n2ncc3c2/C(=C\c2cccc([N+](=O)[O-])c2)CC3)cc1	x	x	-10%	x	x
31	O=C(Nc1ccccc1)c1ccncc1	1	-22	11%	0.8	0.5
32	COc1ccc(CN2CC[C@@H](N3CCOCC3)[C@H](O)C2)cc1F	1	-7	-13%	0.1	-1.3
33	N#Cc1c(SCc2c(Cl)cccc2Cl)nc(N)[nH]c1=S	13	-10	u	-0.1	0.1
34	COC(=O)c1sc(-c2ccccc2)cc1NC(=O)Nc1ccc(F)cc1	-3	x	-1%	1.1	-0.6
35	COc1ccccc1NC(=O)C(C)OC(=O)CSCC(=O)Nc1ccc(C)cc1C (centres undefined)	-6	11	24%	-0.2	0.3
36	CC(NC(=O)COc1ccc([N+](=O)[O-])cc1)c1ccccc1 (centres undefined)	-6	-1	-5%	-0.9	0.0

No.	USP1-UAF1 inh	IDH1 R132H inh	PI4K2A inh	TrxR1 substrate
25	-25%	3%	-7	-3%
26	-29%	0%	2	3%
27	-17%	3%	-2	-7%
28	4%	-2%	2	0%[57.1 µM]
29	-20%	1%	8	5%
30	-15%	7%	-3	-10%
31	-12%	2%	-1	-2%
32	3%	5%	-7	-12%
33	-28%	-3%	-4	-6%
34	-21%	-7%	1	-1%
35	-21%	6%	1	4%
36	-5%	10%	-14	-6%

# Ordered by value in TRHR ag (smallest number first): 3 of the compounds above.
no.	SMILES	TRHR ag
1	CC1Sc2ccc(S(=O)(=O)N(C)Cc3ccccc3)cc2NC1=O (centres undefined)	-0.6
28	CN(CCOc1ccc(Cl)cc1)C(=O)c1ccc(S(=O)(=O)N2CCOCC2)cc1	-0.3
5	O=C(O)C1Cc2ccccc2CN1S(=O)(=O)c1ccc(Cl)cc1 (centres undefined)	-0.1

# More results.
No.	molecule	TRHR PAM	D2 antagonist	TrxR1 inh	TRHR ag	D2 agonist
37	COc1ccc(N2C(=O)C(Cl)=C(N3CCN(Cc4ccccc4)CC3)C2=O)cc1	-26	x	15%	-0.5	x
38	Cc1c(Cl)cccc1NC(=O)NNC(=O)CCc1ccccc1	1	-5	-13%	-0.3	-0.5
39	CC(=O)N1CCc2c(sc3c2c(=O)n(-c2ccccc2)c(=O)n3CC(=O)NCC2CCCO2)C1 (centres undefined)	0	-10	6%[57.1 µM]	-0.2	0.5
40	COC(=O)C1=C(C)NC(C)=C(C(=O)OC)C1c1ccc(-c2cccc(Cl)c2Cl)o1	-3	-4	u	0.9	-0.4
41	CCOC(=O)N1CCN(C(=O)/C(=C/c2ccccc2OC)NC(=O)c2ccccc2)CC1	-6	-4	6%	0.0	1.2
42	CCC1(C)Cc2c(C#N)c(N)sc(=S)c2CO1 (centres undefined)	1	-12	u	-0.7	-0.8
43	Cc1c(Cl)cccc1NC(=O)c1ccccc1-c1ccccc1C(=O)O	-10	-1	8%	0.4	1.2
44	CCOc1ccc(-c2csc(/C(C#N)=C/c3ccc(Br)cc3)n2)cc1	-4	x	8%	3.4	2.8
45	CN(Cc1nc2ccccc2n1C)S(=O)(=O)c1ccc(Cl)cc1	-4	5	20%[57.1 µM]	1.3	-1.1

No.	USP1-UAF1 inh	IDH1 R132H inh	PI4K2A inh	TrxR1 substrate
37	-14%	4%	-3	-5%
38	-12%	1%	-2	-12%
39	-9%	-2%	1	3%[57.1 µM]
40	-10%	1%	-2	20%
41	-4%	2%	4	2%
42	0%	-3%	-2	-13%
43	-15%	1%	1	-4%
44	-3%	-2%	-2	-5%
45	-20%	0%	-5	-9%
